Screening results as filed in PubChem.
Hep lipid drop: inhibitors of hepatocyte lipid droplet formation, primary screen, imaging, high-throughput imaging, BODIPY stain. inhibition, % at 6.5 µM. actives 0.4% (n = 240,000). AID 1656, 2009. AML12 mouse hepatocytes, oleate lipid droplets;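 active = lipid droplet intensity inhibited by at least 50%, with more than 500 cells counted; inconclusive = wells with under 300 cells, treated as cytotoxic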
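System: AML12 hepatocytes (mouse). Probe or stimulus: oleic acid at 100 µM to induce lipid droplet formation. Times: overnight treatment with compound plus oleate. Detection: Image-based BODIPY and DAPI two-channel analysis. Evaluation: percent inhibition of filter-corrected integrated lipid droplet intensity per well.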
Yfh1-depleted yeast: enhancers of respiration in Yfh1-depleted yeast, dose response, Friedreich's ataxia, plus single-dose screen (AID 1465). S. cerevisiae Yfh1-off respiration, WST-1 reduction, 72 h; higher fold induction means a stronger effect. fold induction at 50 µM, or EC50 in µM where a hit was titrated. actives 0.074% (n = 220,000);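 active = fold induction of absorbance versus untreated yeast above a set limit, then at least 30% activation at any dose in follow-up; inconclusive = repeats straddling the limit, or above it without dose testing; inactive = fold induction below the set limit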;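 also: activators that raise dye reduction in frataxin-depleted yeast; strong numbers were not always called active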
Dynein cargo inh: inhibitors of GR-EGFP nuclear translocation, primary screen, dynein cargo transport inhibitor project, imaging, high-content, 3617.4 mouse cells. test concentration mostly 20 µM; stimulated with dexamethasone, 1 µM; stronger effect = lower value. z-score, hits read low. actives 0.47% (n = 220,000). AID 1381, 2008;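 active = plate z-score of nuclear minus cytoplasmic receptor signal below a set negative limit, without overly bright fluorescence or cell loss, cut at about -3.5 in these data, passing the limit was not always enough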;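 also: z-score of nuclear minus cytoplasmic ring GR-EGFP intensity difference per well; some compounds called inactive have numbers as strong as hits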
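Buffer or medium: tetracycline-free induction medium containing charcoal-stripped FBS / Reagent: dexamethasone agonist, 1.0 µM final, for 30 min / Technique: automated 10x imaging of fixed Hoechst-stained cells / Times: induction 48 h, compound 1 h, agonist 30 min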
P. falciparum M17LAP: P. falciparum M17LAP inhibitors, primary screen, biochemical, fluorogenic H-Leu-NHMec substrate, 1536-well (AID 1619). Leucine aminopeptidase (Plasmodium falciparum (isolate 3D7)). recombinant M17LAP, H-Leu-NHMec fluorogenic kinetic assay; higher % means a stronger effect. actives 0.38% (n = 220,000). one-dose inhibition, % at 30 µM; IC50 in µM for titrated hits;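 active = compound inhibiting the enzyme by more than half at any dose during confirmatory dose-response retesting; inconclusive = strong single-dose inhibitors picked by rank but not retested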;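 also: plate controls were full reaction with DMSO carrier for no effect and no enzyme background for full effect; strong numbers were not always called active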
Autophagy HCS: autophagy modulators in MEF cells, primary screen, imaging, high-content, MEF GFP-LC3; MEF GFP-LC3 puncta imaging; test concentration mostly 10 µM; calls only at 10 µM (by protocol); actives 0.98% (n = 190,000);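 active = percentage of spot-positive cells more than 3 SD above its plate mean, without a fluorescence outlier flag or 80% toxicity; inconclusive = no clear call, values can overlap the other calls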;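 also: spot-positive cell cutoff set from DMSO-treated cells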
Insulin prom up: insulin promoter activators in MIN6 cells, imaging, high-content screening, mouse beta cells | MIN6 insulin promoter-GFP reporter; stronger effect = higher value | z-score at 5 µM | actives 0.3% (n = 190,000);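 active = z-score above 3 at 5 µM with at least 500 cells counted in the well; inconclusive = wells under 500 cells, flagged as cytotoxic or low count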
MT stabilize HCS: microtubule stabilizers in HeLa cells, primary screen, imaging, high-content imaging. % tubulin-high responders, % at 10 µM. actives 0.83% (n = 200,000). AID 2205, 2009. HeLa tubulin immunostaining HCS, 24 h; share of cells brighter than vehicle mean+2SD;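 active = plate Z-score above 3 for both tubulin-high and condensed-nucleus cell shares, with cell loss under 80%, at 10 µM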;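 also: anti alpha tubulin signal scored within the nucleus-defined area of each cell; some results filed as inactive read as strong as hits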
P. falciparum M1AAP: P. falciparum M1AAP inhibitors, biochemical, fluorogenic H-Leu-NHMec substrate, 1536-well (AID 1445). one-dose inhibition, % at 30 µM; IC50 in µM for titrated hits. Aminopeptidase N (Plasmodium falciparum (isolate 3D7)). actives 0.42% (n = 220,000). recombinant M1AAP, H-Leu-NHMec fluorogenic kinetic assay; higher % means a stronger effect;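 active = primary inhibition above the hit cutoff, then over 50% inhibition at one or more dose response concentrations, cut at about 23% in these data, passing the limit was not always enough; inconclusive = conflicting primary data, or primary hits not chosen for dose response; inactive = low primary inhibition, or under 50% at every dose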;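 also: plate controls were DMSO full reaction for no effect and no enzyme background for full effect; strong numbers were not always called active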
CSM14.1 death rescue: rescue of cells from ER stress-induced death, primary screen, 384-well, CSM14.1, thapsigargin, ATP luminescence (AID 1222) | CSM14.1 thapsigargin-induced death rescue, ATP luminescence; higher % means a stronger effect | cellular ATP content (survival), % at 20 µM, or EC50 in µM where a hit was titrated | 190,000 tested, under 10 active;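 active = EC50 below 50 µM in the dose-response confirmation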;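 also: death triggered by thapsigargin at about 15 µM added after 2 h compound pretreatment; cell ATP read after overnight thapsigargin exposure of roughly 18 to 22 hours; normalized against plate controls of thapsigargin alone and 5% DMSO vehicle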
Dynein cargo inh cytoplasmic EGFP: further read-out of Dynein cargo inh, marked with its call; z-score; measured here: cytoplasmic GR-EGFP intensity; stronger effect = higher value
Dynein cargo inh nuclear GR-EGFP: further read-out of Dynein cargo inh, marked with its call; z-score; measured here: nuclear GR-EGFP intensity;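 lower value marks the stronger effect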
Dynein cargo inh cell count: also measured in Dynein cargo inh; calls as there; z-score; measured here: cell count per field
Insulin prom up cell count: also measured in Insulin prom up; calls as there; cell count; measured here: cytotoxicity, nuclei count;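 total cells summed across four imaged fields per well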
Hep lipid drop cells 6.5 µM: second read-out of Hep lipid drop, no call of its own (marks repeat the call); cell count; measured here: cell count, cytotoxicity flag;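 cells counted across two imaged fields per well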
MT stabilize HCS Hoechst-high %: recorded beside MT stabilize HCS, whose call it bears; % Hoechst-high responders; measured here: nuclear condensation Hoechst responders;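 share of cells brighter than vehicle mean plus two SD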
MT stabilize HCS cytotoxicity %: also measured in MT stabilize HCS; calls as there; toxicity, %; measured here: cytotoxicity by cell density;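 0% = mean cell density of plate MIN control wells and 100% = no cells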
Autophagy HCS cell loss 18 h: second read-out of Autophagy HCS, no call of its own (marks repeat the call); toxicity, %; measured here: cell loss, nuclei count;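 cell loss after 18 h compound exposure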
An asterisk follows results filed as active; i = inactive; ? = inconclusive; nt = no result given; & = joins results of further samples.

SMILES	Hep lipid drop	Hep lipid drop cells 6.5 µM	Yfh1-depleted yeast	Dynein cargo inh	Dynein cargo inh cytoplasmic EGFP	Dynein cargo inh nuclear GR-EGFP	Dynein cargo inh cell count	P. falciparum M17LAP	Autophagy HCS	Autophagy HCS cell loss 18 h	Insulin prom up	Insulin prom up cell count	MT stabilize HCS	MT stabilize HCS Hoechst-high %	MT stabilize HCS cytotoxicity %	P. falciparum M1AAP	CSM14.1 death rescue
C=CCn1c(-c2ccc3[nH]c(C)c(C)c3c2)n[nH]c1=S	nt	nt	i	-0.081	-0.21	-0.16	1.2	-7%	i	1	-0.46	1461	6.5	2.2	14	-2%	-1.7%
CCn1c(SCC(=O)Nc2ncc(C(F)(F)F)cc2Cl)nnc1-c1ccccc1	4	458	i	0.27	-0.24	0.05	-0.037	14%	i	6	0.04	1509	1.5	2.1	10	-1%	-1.5%
CC(C)Nc1nnc(Sc2ccc(Cl)cc2[N+](=O)[O-])s1	-14	628	nt	-0.91	0.16	-0.58	0.59	-8%	i	21	0.28	1296	3.1	2.0	6.3	-1%	-2.0%
Nc1nc(Cl)cc(Nc2ccccc2Cl)n1	2	731	i	-0.098	-0.061	0.61	-0.65	7%	nt	nt	-0.72	983	nt	nt	nt	-3%	nt
Cc1c(/C=C/C(=O)c2ccc(C(C)C)cc2)cnn1C	-1	635	i	-1.2	-0.039	-0.53	0.14	-3%	i	0	0.27	1355	2.7	3.6	7.4	6%	-0.7%
Cc1cnn(C(=S)NCc2ccc(Cl)cc2)c1	-17	745	i	-1.3	-0.018	-0.031	-0.11	3%	i	-6	nt	nt	2.7	3.2	12	-1%	0.6%
NC(=O)c1ccsc1NC(=O)C1CCCCC1	nt	nt	i	0.046	-0.28	0.055	0.45	-14%	i	15	0.05	1068	5.5	2.6	3.6	0%	-0.4%
Fc1ccc(NC(=S)NNc2ncc(C(F)(F)F)cc2Cl)c(F)c1	-84	558	i	0.17	0.015	0.32	-0.13	5%	i	-13	-3.6	916	4.5	1.2	9.1	-18%	0.2%
CCOC(=O)C1=C(N)N2C(=O)C(C)SC2=C(C(=O)OCC)C1c1ccccc1 (centres undefined)	-16	762	i	-0.67	-0.27	-0.54	0.71	4%	i	-4	nt	nt	2.2	2.1	6.8	8%	-1.4%
Fc1ccc(NC(=S)N2CCCC2)cc1Cl	2	638	i	-0.67	-0.32	-0.65	0.94	-2%	i	-10	0.12	1226	3.2	1.7	0.9	4%	-1.4%
COc1ccc(Cc2nn3c(-c4ccccc4OC)nnc3s2)cc1	5	667	?	-0.63	-0.23	0.039	0.7	19%	i	-6	-0.47	1270	3.0	2.0	6.2	4%	2.5%
C/C(=N\O)c1oc2ccc3c(C)cc(=O)oc3c2c1C	-6	726	i	-0.43	-0.2	0.24	0.62	3%	nt	nt	0.45	1032	nt	nt	nt	-7%	nt
O=C(O)Cc1sc(-c2ccc(Cl)cc2)nc1-c1ccccc1	nt	nt	i	-0.044	-0.12	-0.5	0.42	26%	i	22	nt	nt	0.9	1.8	7.7	1%	0.0%
CC(C)Oc1ccc(Oc2ccc(C(F)(F)F)cn2)cc1	6	804	i	-1.8	-0.075	-0.72	0.14	6%	i	1	0.29	801	1.6	1.4	3.8	-3%	5.0%
CCNc1nc(Oc2ccc(C(=O)OCC)cc2)nc(N2CCOCC2)n1	2	713	i	0.16	-0.18	0.19	-0.28	5%	i	-1	0.15	1238	3.1	2.5	1.1	-2%	-1.2%
Cn1nc(-c2ccccc2)c(CO)c1Oc1cccc(C(F)(F)F)c1	-10	709	i	-0.24	-0.18	-0.18	-0.53	-6%	i	7	-0.12	1384	1.8	1.4	9.2	2%	-11%
CCn1c(=S)[nH]c2cc(Cl)ccc21	-5	639	i	-0.34	-0.26	-0.098	1.2	6%	nt	nt	nt	nt	nt	nt	nt	1%	nt
COc1ccc(-n2c(O)c(/C=N/Nc3nc(C)cc(C)n3)c3ccccc3c2=O)cc1OC	5	574	i	0.51	-0.2	0.56	0.66	-2%	i	35	-0.66	958	9.9	3.1	8.3	17%	6.2%
CC(C)c1ccc(NC(=O)c2cc3c(=O)n(C)c4ccccc4c3n2C)cc1	-39	678	i	-0.35	-0.21	0.25	0.42	12%	nt	nt	-1.1	1032	nt	nt	nt	2%	nt
CSc1ccccc1C(=O)Nc1cc([N+](=O)[O-])ccc1C	-3	691	i	-0.26	-0.32	0.48	-0.28	3%	i	-2	-0.17	1301	3.8	3.6	9.1	4%	-0.4%
CCCS(=O)(=O)N1CCc2cc(OC)c(OC)cc2C1	nt	nt	i	0.27	-0.2	0.26	0.031	18%	i	-19	-0.46	939	1.7	1.8	5.5	1%	3.4%
COc1cc(-c2nc3ccccn3c2/N=C/c2ccccc2)ccc1O	nt	nt	i	-0.019	-0.16	0.45	0.1	24%	i	9	-0.84	1591	2.3	1.2	3.9	?	2.9%
CCOc1cc(NC(=O)c2ccccn2)c(OCC)cc1NC(=O)CC(C)C	-24	577	i	-0.83	-0.25	-0.2	0.96	16%	i	-6	-0.45	1878	2.1	1.1	2.8	16%	-1.1%
CS(=O)(=O)c1sc(C(=O)NC(=S)Nc2ccc(OC(F)(F)F)cc2)c2c1C=CCC2	20	679	i	-0.078	-0.29	0.48	0.46	10%	nt	nt	-1.5	1095	nt	nt	nt	9%	nt
Oc1ccc(C=NC2CCCCC2)c(O)c1	-7	718	i	1.3	0.056	0.65	-2.1	29%	i	7	nt	nt	0.8	0.8	4.2	10%	3.6%
CCS(=O)(=O)N1Cc2ccccc2CC1C(=O)Nc1ccc(NC(C)=O)cc1 (centres undefined)	0	749	i	2.5	0.044	1.7	-1.6	-3%	i	0	0.66	882	1.0	1.0	10	8%	6.4%
O=C(CSc1cccc[n+]1[O-])Nc1ccc2c(c1)OCO2	-4	676	i	-0.51	-0.18	-0.26	0.36	4%	i	1	-0.42	1405	2.8	2.5	9.5	-1%	-1.7%
CC/C(O)=C1\C(=O)CCCC1=NCCc1nc2ccccc2[nH]1	2	674	nt	2.3	-0.1	1.2	-1.3	13%	i	-2	0.04	983	3.0	2.3	6.3	-2%	-1.0%
CCOC(=O)C1=C(C)NC(C)=C(C(=O)OCC)C1	6&-25	786&679	i	-1.1&-0.22	-0.23&-0.28	-0.54&-0.52	-0.94&0.51	-2%&0%	i	-1	0.12&-0.37	1316&1016	3.1	2.4	6.7	1%&2%	-0.9%
Cc1cc(NC(=O)Nc2ccc(F)c(Cl)c2)no1	3	726	i	2.1	-0.041	2	-2.3	-13%	i	0	-0.13	973	7.9	3.6	97	-12%	nt
COc1ccccc1Oc1c(C)oc2c(CN3CCN(C)CC3)c(O)ccc2c1=O	nt	nt	nt	1.2	-0.045	-0.042	-2	-369%	i	-8	0.05	1368	3.8	2.3	4.9	9%	0.0%
CCCC1CCC(=NNS(=O)(=O)c2ccc(C)c([N+](=O)[O-])c2)CC1 (centres undefined)	-16	615	i	-0.54	-0.14	0.047	0.053	11%	i	14	0.13	1410	3.4	3.4	11	2%	-1.1%
Fc1ccc(-c2nnc(CN3CCN(c4ncc(C(F)(F)F)cc4Cl)CC3)o2)cc1	-2	598	i	0.16	-0.23	0.45	-0.42	5%	i	4	0.38	1307	2.6	1.3	32	-12%	nt
COc1cc(C(=O)N2CCN(S(=O)(=O)c3ccc(F)cc3)CC2)cc(OC)c1OC	nt	nt	i	1.7	-0.14	1	-1.8	2%	i	-7	-0.15	821	0.7	1.1	11	6%	2.6%
O=C(c1cc2nc(-c3ccccc3)cc(-c3ccccc3)n2n1)N1CCCC1	-2	710	i	0.34	-0.089	0.37	-0.14	3%	i	-15	-0.43	1221	2.3	1.0	3.2	8%	-6.0%
COc1ccc(-n2c(Cc3cccn3C)nnc2SCC(=O)Nc2ccccc2OC)cc1	-18	612	i	-0.53	-0.2	0.035	0.48	1%	i	-4	0.92	1480	5.1	1.7	2.0	3%	nt
CCS(=O)(=O)N1CCN(c2ccccc2F)CC1	12	731	i	0.46	-0.25	0.39	0.94	-3%	i	5	-0.13	1225	3.8	1.8	5.4	-6%	-1.9%
Cc1cccc(OCc2nnc(SCC(=O)Nc3ncc(C)s3)o2)c1	-28	651	i	-0.38	-0.25	0.36	0.1	8%	i	3	0.43	1700	3.4	2.3	6.1	7%	1.6%
CC(C)OC(=O)CC12CN3CN(C1)CC(CC(=O)OC(C)C)(C3)C2=O	-16	731	i	-0.1	-0.016	-0.19	0.76	6%	i	-2	nt	nt	3.9	1.7	5.0	-6%	-1.7%
